Compound activity as filed in PubChem BioAssay.
GlmU inhibition – inhibition of mycobacterial GlmU enzyme – biochemical, glucosamine-1-phosphate acetyltransferase (AID 1376); M. tuberculosis GlmU acetyltransferase enzyme assay; higher % means a stronger effect; inhibition, %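 (tested at 30 µM in the primary screen)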, or IC50 in µM where a hit was titrated; 220,000 tested, 0.25% active; in the data active means inhibition above about 13%;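 further: 0% = complete reaction with vehicle and 100% = reaction without substrate; strong numbers were not always called active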
RmlCD inh 1536 – inhibitors of Mycobacterium tuberculosis RmlC and RmlD coupled enzymes; RmlC+RmlD coupled enzyme assay, percent inhibition; primary screen in compound mixtures; inhibition, % at 3.6 µM; 160,000 tested, 0.03% active; AID 1533; in the data active means inhibition mostly above about 34%, no sharp cut-off; further: some results filed as inactive read as strong as hits
Target sequence (P9WH09 whole entry, looked up): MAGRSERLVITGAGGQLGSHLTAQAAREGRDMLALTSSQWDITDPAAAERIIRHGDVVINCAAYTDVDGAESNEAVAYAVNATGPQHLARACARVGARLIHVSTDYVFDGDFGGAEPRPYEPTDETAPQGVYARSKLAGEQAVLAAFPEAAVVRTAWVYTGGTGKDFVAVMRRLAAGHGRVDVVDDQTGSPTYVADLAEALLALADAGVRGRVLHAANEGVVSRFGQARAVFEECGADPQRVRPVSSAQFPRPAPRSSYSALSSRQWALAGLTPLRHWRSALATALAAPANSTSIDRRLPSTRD
Target sequence (P9WH11 whole entry, looked up): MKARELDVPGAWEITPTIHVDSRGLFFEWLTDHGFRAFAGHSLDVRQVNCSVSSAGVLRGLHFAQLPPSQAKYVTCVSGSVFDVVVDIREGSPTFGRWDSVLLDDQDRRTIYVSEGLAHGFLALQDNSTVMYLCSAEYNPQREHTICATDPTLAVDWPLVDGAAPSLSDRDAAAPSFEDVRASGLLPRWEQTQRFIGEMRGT
Starred values were filed as active, the others as inactive; . = not tested or not shown. A portion of the library; rates above refer to the full screens.

nr | SMILES | GlmU inhibition | RmlCD inh 1536
1 | CCc1nnc(NC(=O)c2ccc(-c3ccccc3Cl)o2)s1 | 1.9% | 7
2 | Cn1c(-c2ccc3ccccc3n2)nc2cnccc21 | 0.9% | .
3 | CC(C)CC(NC(N)=O)C(=O)OCC(=O)NC(=O)NC1CCCC1 (centres undefined) | -2.9% | .
4 | COC(=O)C(C(=O)OC)C(C)C(C(=O)OC)C(=O)OC | -3.6% | 6
5 | Cn1c(O)c(C=NC2C(=O)C3(C)CCC2C3(C)C)c(=O)n(C)c1=O (centres undefined) | -0.3% | 3
6 | CC(C)=CCN1CCN(Cc2ccc(N3CCNC3=O)cc2)CC1CCO (centres undefined) | -3.6% | 8
7 | O=C(CSc1ncn[nH]1)Nc1ccc2c(c1)OCCO2 | 1.4% | .
8 | CCSc1nnc(NC(=O)c2cc(OC)c(OC)c(OC)c2)s1 | -1.9% | 1
9 | C#CCOCCOCCOCCNc1nc(N2CCN(C(=O)C([C@@H](C)CC)n3cc(C(N)CC(C)C)nn3)CC2)nc(N2CCN(C(=O)[C@H](CCC(=O)O)n3cc(C(N)Cc4ccc(O)cc4)nn3)CC2)n1 (some centres undefined) | -2.6% | .
10 | CCSc1nc2[nH]ncc2c(=O)[nH]1 | -0.1% | -11
11 | Cc1c(O)ccc(/C(Cc2ccc3ccccc3n2)=N\N)c1O | -5.1% | 10
12 | C[N+]1(C)C2CCC1CC(OC(=O)c1ccco1)C2 (centres undefined) | 6.3% | -10
13 | O=C(OCc1nnc(-c2ccc(Cl)cc2)o1)c1ccc(=O)n(Cc2ccccc2)n1 | 2.3% | 8
14 | COc1ccc([N+](=O)[O-])cc1NC(C)C | -3.5% | .
15 | O=C(NCc1ccco1)c1ccc(S(=O)(=O)c2cccc(S(=O)(=O)N3CCOCC3)c2)cc1 | 4.6% | 13
16 | CCCn1c(=O)c(-c2nc3ccccc3[nH]2)c(O)c2ccccc21 | -1.5% | 4
17 | Cc1ccnc2nc(C(=O)OCCOc3ccc(F)cc3)nn12 | -0.5% | -11
18 | O=S(=O)(/N=C(\[O-])C[n+]1ccccc1)c1ccc(Cl)cc1 | 1.8% | 14
19 | CCOC(=O)c1c(N/N=C/c2cccnc2)n[nH]c1C | -3.2% | .
20 | O=C(CCS(=O)(=O)c1ccc(Br)cc1)N1CCN(c2ccccc2Cl)CC1 | -2.5% | .
21 | C=C(C)C(=O)OCCCCCCOc1ccc(C(=O)O)cc1 | -0.8% | 12
22 | CCC1CCCCN1c1cc(C)nc2cc(-c3cccc(C)c3)nn12 (centres undefined) | 2.4% | 2
23 | COc1ccc2cc(C(=O)C3CCCN(C(=O)c4snnc4C)C3)ccc2c1 (centres undefined) | 2.4% | .
24 | CCN(CC)S(=O)(=O)c1cccc(NC(=O)COC(=O)c2n[nH]c(=O)c3ccccc23)c1 | -3.8% | .
25 | Cc1cc2nc(SCC(=O)N(C)C)c3c(c2cc1C)CCCC3 | -1.6% | 17
26 | COc1ccccc1NC(C)C(=O)Nc1ccc(C(C)=O)cc1 (centres undefined) | -4.0% | 5
27 | CSc1ccc(/C=N/NC(=O)COc2ccc(Br)cc2Cl)cc1 | -3.1% | 8
28 | CCN(CC)C(=O)c1sc(NC(=O)Cc2cccs2)c(C#N)c1C | -1.9% | -8
29 | COc1ccc(-n2nnc3c(=O)n(Cc4cc(C)ccc4C)cnc32)cc1 | 2.9% | -10
30 | Cc1ccc(C(=O)NCC(=O)OCC(=O)c2ccc3c(c2)NC(=O)CO3)cc1 | -4.9% | 7
31 | O=C(O)/C=C/C(=O)N(Cc1ccccc1)Cc1ccco1 | -3.8% | 8
32 | Cn1c(N)c(C(=O)COC(=O)c2cc(-c3ccccc3)nc3ccccc23)c(=O)n(C)c1=O | -5.0% | .
33 | CCOc1ccccc1CN1CCN(C2CCOCC2)CC1CCO (centres undefined) | -2.4% | -6
34 | CSC1=N/C(=C\c2cccc(Cl)c2)C(=O)N1N(C)C | . | 3
35 | CCN(CC)C(=O)CSc1nc(-c2ccccc2)cc(=O)[nH]1 | 1.3% | .
36 | O=C(CSc1ccccn1)Nc1nc2ccc(Br)cc2s1 | 3.5% | 6
37 | CCOc1ccc(NC(=O)Nc2nnc(CC(=O)NCc3ccccc3)s2)cc1 | 1.2% | .
38 | CN(Cc1ccccc1)C(=O)c1ccc2c(c1)OCO2 | -2.5% | -5
39 | Cc1c(C(=O)N(C)C)c2cc(Cl)ccc2n1O | 11% | 7
40 | CC(Sc1nc(N2CCOCC2)c2c(c1C#N)CC(C)(C)OC2)C(=O)Nc1ccccc1 (centres undefined) | . | -7

Two entries from above, field by field:
35	CCN(CC)C(=O)CSc1nc(-c2ccccc2)cc(=O)[nH]1
  GlmU inhibition = 1.3% | RmlCD inh 1536 = .

36	O=C(CSc1ccccn1)Nc1nc2ccc(Br)cc2s1
  GlmU inhibition = 3.5% | RmlCD inh 1536 = 6

Next results follow.
nr | SMILES | GlmU inhibition | RmlCD inh 1536
41 | CC(=O)c1cccc(N(CC(=O)N2CCCCC2)S(C)(=O)=O)c1 | 3.1% | .
42 | O=C(Cc1noc2ccccc12)Nc1ccc2ccccc2c1 | 3.7% | .
43 | COc1ccc(CNC(=O)Nc2cccc3ccccc23)cc1 | 6.0% | 8
44 | CN(C)CC(O)CN1C(=O)N(CN2C(=O)N(CC(O)CN(C)C)C(=O)C2(C)C)C(C)(C)C1=O (centres undefined) | 1.2% | 5
45 | COc1cc(SC)ccc1C(=O)OCC(=O)NC1CCCC1 | -1.1% | -10
46 | CCc1nnc(NC(=O)CN2CCN(C(=O)c3ccccc3)CC2)s1 | -0.9% | 7
47 | CCOc1ccc(CN(C)CC(=O)Nc2ccc([N+](=O)[O-])cc2Cl)cc1 | 4.4% | -3
48 | O=C(CNCc1cccnc1)Nc1cc(C(F)(F)F)ccc1N1CCOCC1 | 4.4% | .
49 | O=C(NC1CCCC1)C1CCCN(S(=O)(=O)c2cnc[nH]2)C1 (centres undefined) | -0.5% | 6
50 | CCOC(=O)C1CCN(Cc2cnc(NC(=O)OC)s2)CC1 | -0.5% | 7
51 | O=C(NC(Cc1ccccc1)C(=O)O)C1CCCCC1 (centres undefined) | -0.4% | 28
52 | Cc1nc2ncnn2c(N2CCN(C(c3ccccc3)c3ccccc3)CC2)c1C | -2.3% | 9
53 | CCc1ccc(CNC(=O)Cn2nc(-c3ccccc3)ccc2=O)cc1 | -2.7% | 15
54 | CCOC(=O)C1(CC)NC(c2ccco2)C2C(=O)N(c3ccc(C)cc3)C(=O)C21 (centres undefined) | -3.9% | 1
55 | CSCCC1C(=O)OC2(C)CC(C)(C)NC(=S)N12 (centres undefined) | 5.0% | -7
56 | [O-]/C(=C(\C(=S)Nc1ccc(Cl)cc1)[n+]1ccccc1)c1ccc(OC(F)F)cc1 | 2.6% | 2
57 | CC1(C)CC(=O)C(C=Nc2ccc(NC3=C(C#N)C(=O)CC(C)(C)C3)cc2)=C(O)C1 | 1.5% | 8
58 | CCC(C(=O)Nc1cc(C(=O)Nc2cc(C)ccn2)ccc1Cl)c1ccccc1 (centres undefined) | 0.8% | -7
59 | CCc1c(C)[nH]c(C(=O)OCc2ccccc2)c1C | -2.7% | 5
60 | CCC/C=C1/CCCOC(C(=O)NCc2cc(C)n(C)n2)(C(F)(F)F)C1 (centres undefined) | 0.8% | .

A different layout for some results above.
#21 C=C(C)C(=O)OCCCCCCOc1ccc(C(=O)O)cc1
#48 O=C(CNCc1cccnc1)Nc1cc(C(F)(F)F)ccc1N1CCOCC1
#11 Cc1c(O)ccc(/C(Cc2ccc3ccccc3n2)=N\N)c1O

Compound,21,48,11
GlmU inhibition,-0.8%,4.4%,-5.1%
RmlCD inh 1536,12,.,10

(list continues)
nr | SMILES | GlmU inhibition | RmlCD inh 1536
61 | O=C(O)c1cccc(S(=O)(=O)N2CCN(C(c3ccccc3)c3ccccc3)CC2)c1 | -1.9% | .
62 | Cc1ccc(/C=C/C(=O)NC2=NCCS2)cc1 | -0.8% | 22
63 | O=C(Nc1cccc(Oc2ccc3c(c2)C(=O)NC3=O)c1)c1ccco1 | 0.4% | 6
64 | C=CCNC(=S)NN(c1ccccc1)c1ccccc1 | -2.6% | -14
65 | CCc1ccccc1NC(=S)NC1CC2CCCC(C1)N2Cc1cccs1 (centres undefined) | -5.2% | 3
66 | Cc1ccc(S(=O)(=O)N2CCN(Cc3cccc(C)c3O)CC2)cc1 | 2.8% | 5
67 | Cc1cc(C2=NNC(=NCc3ccccc3)SC2)c(C)n1-c1c(C)n(C)n(-c2ccccc2)c1=O | -1.0% | 9
68 | O=C(COc1cc(O)c2c(=O)cc(-c3ccccc3)oc2c1)c1ccccc1 | 1.1% | .
69 | CCCCN1Cc2c(nc3cc(-c4ccco4)[nH]n3c2=O)C1=O | -0.1% | .
70 | COC(=O)c1sccc1-c1ccc(C(=O)Nc2ccccc2)o1 | 2.4% | 3
71 | COc1ccc2cnn(CCOc3cc(C)ccc3C(C)C)c(=O)c2c1OC | -2.8% | 11
72 | CCC(C)C1NC(=S)N(C2CCCCC2)C1=O (centres undefined) | 15%* | 0
73 | CC(=O)c1cccc(N=C2NC(=O)C(CO)(CO)S2)c1 | -1.6% | 5
74 | Cc1ccc(NC(=O)C2CCCN(S(=O)(=O)c3ccc4c(c3)oc(=O)n4C)C2)nc1 (centres undefined) | -4.2% | -6
75 | COc1ccccc1N1CCN(C(=O)CSc2ncnc3scc(-c4ccccc4)c23)CC1 | 0.6% | 9
76 | O=C(COC(=O)Cc1ccccc1)Nc1ccc(Cl)cn1 | 1.8% | 4
77 | Cc1ccc(NC(=O)CS(=O)CC(=O)NCCCN(C)c2ccccc2)cc1 (centres undefined) | 4.2% | .
78 | Clc1cccc(Cl)c1/C=C/c1nc2ccccc2[nH]1 | -3.2% | 10
79 | CCS(=O)(=O)CCSc1nc(C)cc(C)c1C#N | -7.8% | .
80 | C#CCOC(=O)/C(=C/c1ccc(F)cc1)NC(C)=O | -0.3% | -2
81 | COc1ccc(/C=C(\C#N)C(=O)OCC(=O)Nc2ccc(-c3nc4ccc(C)cc4s3)cc2)cc1 | 0.4% | -8
82 | Cc1ccsc1/C=C1\SC(N2CCOCC2)=NC1=O | -1.7% | 97
83 | O=C(Cc1ccccc1)N/N=C/c1cc(Br)cc(Cl)c1O | 2.6% | -15
84 | O=S(=O)(Nc1cc(Sc2cccc3cccnc23)c(O)c2ccccc12)c1ccc(F)cc1 | 8.6% | 19
85 | CC1=C(C(=O)OC(C)C)C(c2c[nH]c3ccccc23)n2ncnc2N1 (centres undefined) | -1.7% | 19
86 | CC(=O)N1CCN(C2=NC(=O)C(=C3CCCCC3)S2)CC1 | -2.9% | .
87 | CC(=O)Nc1c(O)n(C)c2ccccc12 | -2.5% | 11
88 | Cc1cc(=O)n(CC(=O)Nc2cc(Cl)ccc2C)c(C(C)C)n1 | 1.1% | 7
89 | O=C(CSc1nnc(-c2ccccn2)n1Cc1ccco1)Nc1ccc2c(c1)OCO2 | 0.4% | .
90 | CCCCN(c1ccccc1)S(=O)(=O)N(C)C | 0.1% | 1
91 | CCOC(=O)[C@H](CCc1ccccc1)N[C@@H](C)C(=O)N1CCC[C@H]1C(=O)O | 2.3% | .
92 | CC1(C(=O)Oc2ccccc2)Cc2ccccc2C(=O)O1 (centres undefined) | 5.2% | -11
93 | O=C(C1CCN(S(=O)(=O)c2cccc3nsnc23)CC1)N1CCN(c2ccccc2F)CC1 | 4.9% | .
94 | Cc1ccc(C(=O)NCCN2CCNC2=O)cc1 | -3.3% | -1
95 | Cc1cccc(NS(=O)(=O)c2cc(NC(=O)CC(=O)c3ccc([N+](=O)[O-])cc3)ccc2C)c1 | -5.8% | 33
96 | O=C(O)CC1(CC(=O)NCc2ccc(C(F)(F)F)cc2)CCCCC1 | -0.7% | -10
97 | CC(C)COC(=O)/C(C#N)=C/c1cn(Cc2ccccc2)c2ccccc12 | -4.5% | .
98 | O=C(C[N+]1(CC#Cc2ccccc2)CCCCC1)c1ccccc1 | 0.9% | 13
99 | Cc1cc(C(=O)CN(Cc2ccc(F)cc2)S(=O)(=O)c2ccc3c(c2)OCCO3)c(C)n1C | 2.0% | 94
100 | CC(C)CN(CC(C)C)C(=O)C12CCC(C)(C(=O)C1)C2(C)C (centres undefined) | 2.3% | .
101 | Cc1ccc2c(c1)C1CN(C)CCC1N2C(=O)c1ccccc1NS(=O)(=O)c1ccc(F)cc1 (centres undefined) | -3.8% | 55
102 | CCOC(=O)N1CCN(C(=O)c2cc(S(=O)(=O)N3CCCC3)cn2C)CC1 | -0.8% | -1
103 | CCOc1ccc(C(O)c2nccn2Cc2ccccc2)cc1 (centres undefined) | -1.6% | .
104 | CCc1ccccc1NC(=O)C1NC(=O)CC1c1ccccc1 (centres undefined) | -0.1% | .
105 | CC1Cc2ccccc2N1CC(=O)Nc1ccc(Cl)c(S(=O)(=O)N(C)C)c1 (centres undefined) | 1.1% | -2
106 | CN1CCN(c2oc(-c3ccco3)nc2S(=O)(=O)c2ccccc2)CC1 | 6.8% | .
107 | COc1cc(/C=N/NC(=O)c2cccnc2)ccc1OS(=O)(=O)c1cc(C)ccc1C | -3.7% | 11
108 | CCCNC(=O)CS(=O)(=O)Cc1nc(-c2ccccc2C)oc1C | 4.8% | -5
109 | Cc1ccc(C)c(NC(=O)CSc2nnc3n2CCCCC3)c1 | 2.1% | 6
110 | CCCOC(=O)c1ccc(NC(=O)c2c(Cl)ccc(Cl)c2OC)cc1 | 7.5% | -8
111 | CC(=O)N(Cc1cccs1)Cc1cc2ccc(C)c(C)c2nc1Cl | -1.2% | 7

Three records picked at random from the list so far, as already listed:
nr | SMILES | GlmU inhibition | RmlCD inh 1536
43 | COc1ccc(CNC(=O)Nc2cccc3ccccc23)cc1 | 6.0% | 8
73 | CC(=O)c1cccc(N=C2NC(=O)C(CO)(CO)S2)c1 | -1.6% | 5
21 | C=C(C)C(=O)OCCCCCCOc1ccc(C(=O)O)cc1 | -0.8% | 12
